Assay outcomes (PubChem BioAssay)
FXIIa single – blocks human coagulation factor XIIa activity | P00748 | 33,000 compounds, 0.2% hits | purified human FXIIa, AMC substrate fluorescence, 2 h | inhibition, % at 10 µM | AID 701; in the data active = inhibition above about 30%;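 also: 0% = enzyme with vehicle only and 100% = no enzyme blank; many of its hits are not listed in these tables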
FXIa inh – inhibitors of human coagulation factor XIa | P03951 | purified human FXIa, fluorogenic AMC substrate cleavage | inhibition, % at 10 µM | 33,000 compounds, 0.3% hits | AID 687;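 active = inhibition above 40% in the primary screen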;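 also: 0% = enzyme without compound and 100% = blank wells lacking enzyme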
Target sequence (P03951 19-387 limits assumed): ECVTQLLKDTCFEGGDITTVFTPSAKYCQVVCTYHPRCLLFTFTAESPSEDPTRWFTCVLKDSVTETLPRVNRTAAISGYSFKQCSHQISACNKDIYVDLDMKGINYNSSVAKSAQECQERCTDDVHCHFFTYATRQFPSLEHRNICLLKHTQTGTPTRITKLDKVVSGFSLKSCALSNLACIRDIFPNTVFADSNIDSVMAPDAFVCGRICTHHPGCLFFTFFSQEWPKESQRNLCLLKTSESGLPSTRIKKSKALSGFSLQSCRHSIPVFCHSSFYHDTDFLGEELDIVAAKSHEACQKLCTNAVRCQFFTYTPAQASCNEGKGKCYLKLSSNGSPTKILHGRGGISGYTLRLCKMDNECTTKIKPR
Target sequence (P03951 388-625 limits assumed): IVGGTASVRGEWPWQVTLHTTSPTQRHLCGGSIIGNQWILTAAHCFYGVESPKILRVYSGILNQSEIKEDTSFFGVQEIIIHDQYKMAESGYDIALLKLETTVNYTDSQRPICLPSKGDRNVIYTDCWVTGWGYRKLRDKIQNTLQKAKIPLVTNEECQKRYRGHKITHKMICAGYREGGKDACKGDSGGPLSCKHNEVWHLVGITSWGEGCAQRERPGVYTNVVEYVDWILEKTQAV
Active calls of the source: *. These rows are one share of the data; the hit share may differ from the screen's.

SMILES	FXIIa single	FXIa inh
CCC(=O)NC(=Nc1nc2ccccc2s1)NC(=O)CC	6	10
Cn1c(C(=O)OCC(=O)NCc2cccs2)cc2sccc21	-10	1
Cc1ccc(OC(=O)c2ccc(Br)o2)cc1	8	8
Cc1ccc2c(c1)cc(CN(Cc1cccnc1)C(=O)NCc1ccccc1)c1nnnn12	5	9
C=CCC1(O)CC(c2ccco2)NC(c2ccco2)C1CCC (stereo unspecified)	5	1
CCOc1ccccc1NC(=O)Nc1c(C)n(-c2ccccc2)c(=O)n1C	5	-1
Cc1ccnc(NC(=O)CSc2cc(=O)n(C)c3ccccc23)c1	9	-2
Cc1scc(C(=O)N/N=C/c2ccco2)c1C	8	-4
C=CCn1c(-c2ccc(S(=O)(=O)N3CCOCC3)cc2)csc1=Nc1ccccc1	8	-2
COc1ccc(OC)c(C2=NOC(C(=O)Nc3ccccc3SC)C2)c1 (stereo unspecified)	6	-5
Cc1ccc(-c2nn(-c3ccccc3)cc2CN(Cc2ccccc2)C(=O)c2ccco2)o1	6	4
CC(C)N=C(NC#N)SCc1ccccc1F	3	-6
Cc1nc2c(C)cccn2c1/C(O)=C1\C(=O)C(=O)N(CCN2CCOCC2)C1c1cccs1 (stereo unspecified)	8	3
CC(=O)OCC(=O)[C@H]1CC[C@H]2[C@@H]3CCC4=CC(=O)CC[C@]4(C)[C@H]3CC[C@]12C	7	5
O=C(Nc1ccccc1C(F)(F)F)c1cc(S(=O)(=O)N2CCOCC2)ccc1F	7	4
Cn1c(=O)c2c(nc(SCC(=O)N(C3CCCCC3)C3CCCCC3)n2C)n(C)c1=O	6	1
COc1ccc(N2CCN(c3ncnc4c3nnn4Cc3ccccc3Cl)CC2)cc1	-60	-1
C=CCNC(=O)C1CC(=O)N(c2ccc(OCC(=O)NCc3ccccc3)cc2)C1 (stereo unspecified)	2	-2
O=C(c1ccco1)N1CCN(C(=O)C2CC(c3ccc(Cl)cc3)=NO2)CC1 (stereo unspecified)	-20	25
c1ccc(Cn2c(Nn3cnnc3)nc3ccccc32)cc1	6	6
CCCCc1ccc(-c2ccc(Br)cc2O)nc1	1	10
O=C(OCc1cccc2ccccc12)C1CC(=O)N(c2ccccc2)C1 (stereo unspecified)	16	-3
CC(C)C(=O)Nc1nnc(CCN2CCOCC2)s1	6	11
COc1cccc(C2NC(c3cccc(OC)c3O)C(C)C(=O)C2C)c1O (stereo unspecified)	4	-2
COC(=O)C(NC(=O)c1ccc(C)cc1)(Nc1cccc(C)n1)C(F)(F)F (stereo unspecified)	-1	-6
Cc1cccnc1NC(=O)Nc1cccs1	5	-32
COC(=O)c1ccc(COn2c(=O)c(C)[n+]([O-])c3ccccc32)cc1	5	-2
COCCNC(=O)c1sc2nc(-c3ccccc3)cn2c1C	4	6
O=C(c1ccc(-c2ccccc2)cc1)c1ccccc1C(=O)N1CCOCC1	1	-1
Cc1cccc(-c2c3c(=O)n(C)c(=O)n(C)c3cn2C(C)C)c1	3	-1
COc1ccc(CN(Cc2ccco2)S(=O)(=O)c2ccc(S(=O)(=O)N3CCCC3)cc2)cc1	4	4
CC(C)(C)C1=C(C#N)C(c2cc3c(cc2Br)OCO3)C(C#N)=C(N)O1 (stereo unspecified)	6	0
CCOC(=O)c1ccc(NC(=O)CCS(=O)(=O)c2ccc(Br)s2)cc1	4	1
COc1ccc2c(c1)CC/C(=C\C=C\c1ccccc1)C2=O	5	5
CCc1ccc(C(=O)c2oc3nc(C)cc(C)c3c2N)cc1	5	9
Cc1cc(F)ccc1NCc1cccnc1	3	6
CCCCOc1ccc(C(=O)N2CC(C)OC(C)C2)cc1 (stereo unspecified)	1	3
Cc1nc(-c2cccc(NC(=O)c3cccs3)c2)cs1	-16	-1
O=c1c2c(-c3cccs3)csc2ncn1-n1cccc1	7	-5
O=C(OCCN=C1NS(=O)(=O)c2ccccc21)c1ccncc1	6	-4

A second format for part of the listing above:
Screens in order – FXIIa single, FXIa inh
> COc1ccc(N2CCN(c3ncnc4c3nnn4Cc3ccccc3Cl)CC2)cc1
  -60, -1
> C=CCNC(=O)C1CC(=O)N(c2ccc(OCC(=O)NCc3ccccc3)cc2)C1 (stereo unspecified)
  2, -2

The listing continues.
SMILES	FXIIa single	FXIa inh
O=C(Cc1ccccc1)NC1CCN(S(=O)(=O)c2ccc(C(=O)O)cc2)CC1	-14	23
CN1CCN(c2nc(-c3cccnc3)nc3ccccc23)CC1	6	4
CCN(CC)S(=O)(=O)c1ccc2oc(C(=O)NCc3ccc(F)cc3)c(C)c2c1	-16	-3
COc1ccc(S(=O)(=O)N(C)CC(=O)N2CCCCC2)cc1Cl	6	1
O=C(CSc1nnc(Cn2nnc3ccccc32)o1)N(Cc1ccc(Cl)cc1)c1ccccc1	4	3
CCOC(=O)C1=C(C)n2c(s/c(=C/c3cccc([N+](=O)[O-])c3)c2=O)=NC1c1ccc(O)c(OC)c1 (stereo unspecified)	-12	24
CCC(Sc1ccccc1C(=O)O)C(=O)O (stereo unspecified)	-3	-4
Cc1ccc(-c2noc(CN(C(=O)CCN3C(=O)c4ccccc4C3=O)C(C)C)n2)cc1	6	1
CCOc1ccc2nc(NC(=O)CSc3ccccc3)sc2c1	-11	-12
Cc1cc(NC(=O)Cn2nc(-c3ccccc3F)ccc2=O)ccc1-n1cnnn1	-15	1
O=C(NCCc1ccc(F)cc1)N1CCOCC1	3	2
CCc1ccc(N=c2c([N+](=O)[O-])nn(-c3ccccc3)n2O)cc1	9	-2
CC(C)COC(=O)CNc1n[nH]c(=S)[nH]c1=O	8	4
CCOc1ccccc1C(=O)N1CCC(n2nnc3cc(C(F)(F)F)ccc32)CC1	1	-2
CN1CCN(S(=O)(=O)c2cccc(S(=O)(=O)c3cccc(S(=O)(=O)N4CCN(C)CC4)c3)c2)CC1	1	33
Cc1cc2cc(CN(CCN3CCOCC3)C(=O)Nc3ccccc3F)c(=O)[nH]c2cc1C	5	-4
CC(=O)Nc1ccc(OCC(O)CN2CCN(c3ccc(C)c(Cl)c3)CC2)cc1 (stereo unspecified)	3	-1
O=C(NC(=S)NC1CCCCCCCCCCC1)c1cccnc1	-7	-3
Cc1nc2ccc(-c3nc4cc(N)ccc4o3)cc2[nH]1	-18	28
COc1ccc(C2C(C(=O)Nc3ccc4c(c3)OCCO4)c3ccccc3C(=O)N2C)cc1 (stereo unspecified)	7	-5

Reformatted as a markdown table: entries from further up
| Compound | FXIIa single | FXIa inh |
| --- | --- | --- |
| O=c1c2c(-c3cccs3)csc2ncn1-n1cccc1 | 7 | -5 |
| CCCCc1ccc(-c2ccc(Br)cc2O)nc1 | 1 | 10 |
| CCc1ccc(N=c2c([N+](=O)[O-])nn(-c3ccccc3)n2O)cc1 | 9 | -2 |
| Cc1ccc2c(c1)cc(CN(Cc1cccnc1)C(=O)NCc1ccccc1)c1nnnn12 | 5 | 9 |

(next part)
SMILES	FXIIa single	FXIa inh
Cc1cc2c(cc1C)-c1nnc(-c3ccc4ccccc4n3)n1C(C)(C)C2	5	7
Clc1ccc(-c2onc3c2CCCC3)cc1	3	11
CCSc1n[nH]c2nc3c(c(=O)n12)C1(CCCC1)Cc1ccccc1-3	1	8
NC(=O)c1ccc([N+](=O)[O-])cc1SCc1ccccc1	-10	-10
COc1ccc2cc(CN(Cc3ccco3)Cc3nnnn3C3CCCCC3)c(=O)[nH]c2c1	-2	-7
Cc1cc(C)c(C)c(OCC(=O)N2CCOCC2)c1	4	14
NC(=O)c1c(NC(NC(=O)c2ccco2)C(=O)c2ccc(Cl)cc2)sc2c1CCCC2 (stereo unspecified)	-1	-2
CCC1(CC)N([O-])C(C)=C(c2ccccc2)[N+]1=O	3	8
CCOc1ccc(-c2csc(NC(=O)C3CCCO3)n2)cc1 (stereo unspecified)	-1	-3
CN(C)c1ccc(C(=O)Nc2cc(C(F)(F)F)ccc2-n2cncn2)cc1	0	-11
O=C(NCC(c1cccnc1)N1CCOCC1)c1ccco1 (stereo unspecified)	0	2
COc1cccc(CNc2ccc(N3CCC(C)CC3)cc2)c1OC	8	-4
Cc1ccc2nc(NC(=O)Cc3cccs3)sc2c1	-15	21
Cc1ccc2c(=O)cc(C(F)F)oc2c1	-18	29
CCOC(=O)c1ccc(NC(=O)CCn2nnc3ccccc32)cc1	23	0
CC12CN(S(=O)(=O)c3ccccc3)CC(C)(CN(S(=O)(=O)c3ccccc3)C1)C2	4	5
CC(=O)c1c(C(C)=O)c(C)n(NC(=O)c2ccccc2Cl)c1C	6	8
CC(C)(C)n1[nH]c2c3c(ccc2c1=O)C(=O)c1ccccc1C3=O	8	-4
CCCCNC(=O)CSc1nc2ccccc2c(=O)n1Cc1ccc2c(c1)OCO2	-13	-15
CC(Sc1nc(-c2ccccc2)cc(C(F)(F)F)n1)C(=O)NCc1ccco1 (stereo unspecified)	6	7
Cc1ccc(NC(=O)CSc2nc3ccccc3c(=O)n2CCCN2CCCCC2)cc1C	4	-1
CN(C)S(=O)(=O)c1cccc(C(=O)NCc2cccs2)c1	15	1
CC1CCN(S(=O)(=O)c2cccc(C(=O)O)c2)CC1	-7	-2
COC(=O)NCC12CC3CC(C1)CC(CNC(=O)OC)(C3)C2	0	-6
CCOc1ccc2nc(NC(NC(C)=O)(C(=O)OC)C(F)(F)F)sc2c1 (stereo unspecified)	3	-4
CC1CCCCN1S(=O)(=O)c1ccc(NC(=O)c2ccco2)cc1 (stereo unspecified)	6	-1
COc1ccccc1CNC(=O)C(=O)NCC1CCCO1 (stereo unspecified)	3	-6
Cn1c(=O)c2[nH]c(NCCCN3CCOCC3)nc2n(C)c1=O	14	-1
CCOC(=O)C1=NNC2C(=O)N(C3CCCCC3)C(=O)C12 (stereo unspecified)	2	-1
COc1ccc(OC)c(S(=O)(=O)Nc2ccc(F)cc2)c1	6	0
O=S(=O)(Nc1ncccn1)c1ccc(Nc2ncnc3ccccc23)cc1	6	4
CCOC(=O)N1CCN(c2c(NCCOC)c(=O)c2=O)CC1	-9	-14
Cc1nc2cncc(Br)c2n1C	6	-4
COc1cccc(NC(=O)CSc2nnc(Cc3cccs3)n2-c2ccc(C)cc2)c1	-15	30
Cc1cc(C)nc(SCc2nnc(SCC(=O)Nc3nc(-c4ccccc4)cs3)n2-c2ccccc2)n1	5	-4
COc1cccc(N=c2oc3c(C)ncc(CO)c3cc2C(N)=O)c1	9	2
COC(=O)c1cc(C)nc(N)c1C#N	-27	-7
CCCCN(CCCC)CCCNC(=O)CC1Oc2ccc(C)cc2NC1=O (stereo unspecified)	8	0
CS(=O)(=O)N(CC(=O)Nc1cc(Cl)ccc1Cl)c1ccccc1	11	1
CCC(C(=O)NCc1ccco1)N(Cc1cccs1)C(=O)CNS(=O)(=O)c1ccccc1 (stereo unspecified)	10	-10
Cc1noc(C)c1S(=O)(=O)N1CCCCC1	14	0
CC(=Nc1cccc(C)c1)c1sc2ccccc2c1O	-12	32
CC(=O)OC(C(=O)NC1CCCCC1)c1cccc(C)c1 (stereo unspecified)	8	5
Cc1cc(/C=C(\C#N)C(=O)NCc2cccs2)c(C)n1-c1ccc([N+](=O)[O-])cc1	5	1
CC(C)CCNC(=O)Cn1c2c(c(-c3ccccc3Cl)cc1=O)CCC2	4	5
CCC1(C)Cc2c(sc3nc(SC)nc(N)c23)CO1 (stereo unspecified)	-12	14
Cc1cccc(C(=O)NCCc2nnc(SCC(=O)Nc3nc(C)cs3)n2C)c1	-1	3
COc1ccc(C(=O)NCC2OCCc3ccccc32)cc1 (stereo unspecified)	14	-6
OCc1ccccc1NC(=S)Nc1cccnc1	3	4
C[C@]12CCC(=O)C=C1CC[C@@H]1[C@@H]2C(=O)C[C@@]2(C)[C@H]1CC[C@]2(O)C(=O)CO	3	4
CCN(CC)c1ccc(NC(=O)c2cccnc2)cc1	5	1
N#Cc1nc(COc2ccc(F)cc2)oc1N1CCC(Cc2ccccc2)CC1	5	-5
CCOC(=O)N(CC)OC(=O)Nc1ccc(Cl)cc1	-3	0
COc1ccc(S(=O)(=O)N[C@H](C(=O)O)C(C)C)cc1	6	5
CCC(CC)C1C(C#N)=C(N)Oc2n[nH]c(-c3ccccc3)c21 (stereo unspecified)	5	-6
CNC(=O)Nc1ccccc1F	-8	0
CCCC(=O)Nc1ccc(C(=O)NCCCn2ccnc2)cc1	3	-3
CC(C)C(=O)Nc1nnc(CSCc2ccccc2F)s1	4	-8
CC1=C(C#N)c2nc(N)c(C#N)c(C)c2/C1=C\c1ccc(C)cc1	8	4
COC(=O)c1cccc(NC(=O)CSc2nc3cccnc3n2C)c1	6	-5

Seven successive records out of the list so far, for reference:
SMILES	FXIIa single	FXIa inh
COc1ccc(S(=O)(=O)N[C@H](C(=O)O)C(C)C)cc1	6	5
CCC(CC)C1C(C#N)=C(N)Oc2n[nH]c(-c3ccccc3)c21 (stereo unspecified)	5	-6
CNC(=O)Nc1ccccc1F	-8	0
CCCC(=O)Nc1ccc(C(=O)NCCCn2ccnc2)cc1	3	-3
CC(C)C(=O)Nc1nnc(CSCc2ccccc2F)s1	4	-8
CC1=C(C#N)c2nc(N)c(C#N)c(C)c2/C1=C\c1ccc(C)cc1	8	4
COC(=O)c1cccc(NC(=O)CSc2nc3cccnc3n2C)c1	6	-5

(cont.)
SMILES	FXIIa single	FXIa inh
CCCNC(=O)CN(CCc1ccccc1)S(C)(=O)=O	16	1
COc1cc2c(cc1NC(=O)CN1CCN(S(=O)(=O)c3ccccc3F)CC1)oc1ccccc12	3	-3
CCOC(=O)c1ccc(-n2ncc(C(=O)OCC)c2N)cc1	4	1
N#CCSCC(=O)Nc1ccccc1	7	6
CCN(c1ccccc1)S(=O)(=O)c1ccc(OCc2c(C)noc2C)cc1	11	5
CCOC(=O)C(C(=O)OCC)N(C#N)c1nc(OC)nc(N(C)C)n1	-11	15
COc1ccccc1OCC(=O)Nc1cccc(N(C)S(C)(=O)=O)c1	-1	-6
COC(=O)c1cn(CCOc2ccc(C)cc2)c2ccccc12	3	-6
CC(NC(=O)CSc1nc2ccccc2n1CCC#N)c1ccc(F)cc1 (stereo unspecified)	6	-1
